Bioassay records (PubChem)
LmPK inhibitor: inhibitors of Leishmania mexicana pyruvate kinase; AID 1721; hit rate 0.37% among 290,000; Potency, µM (doses to about 57.5 µM), for inactives: top-dose activity change, negative = inhibition, usual class: inhibitors; purified LmPK, Kinase-Glo ATP luminescence, 1 h
Target sequence (Q27686 whole entry, looked up): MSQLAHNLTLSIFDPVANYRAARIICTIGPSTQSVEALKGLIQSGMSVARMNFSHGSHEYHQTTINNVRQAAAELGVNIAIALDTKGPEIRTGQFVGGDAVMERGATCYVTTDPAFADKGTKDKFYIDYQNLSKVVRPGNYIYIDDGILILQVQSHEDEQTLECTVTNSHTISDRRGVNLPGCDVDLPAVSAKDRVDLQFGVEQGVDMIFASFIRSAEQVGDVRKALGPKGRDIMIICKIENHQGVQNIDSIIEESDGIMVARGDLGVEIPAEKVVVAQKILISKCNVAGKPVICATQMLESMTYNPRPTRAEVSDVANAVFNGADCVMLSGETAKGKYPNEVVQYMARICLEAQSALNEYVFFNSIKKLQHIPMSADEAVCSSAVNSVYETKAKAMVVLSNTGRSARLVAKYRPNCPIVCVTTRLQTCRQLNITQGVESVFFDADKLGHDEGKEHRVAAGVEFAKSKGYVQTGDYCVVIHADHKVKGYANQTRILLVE
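Purified LmPK (0.1 nM) with 0.5 mM PEP and 0.1 mM ADP in imidazole buffer pH 7.2 with MgCl2/KCl, 1 h at room temperature. ATP formed was read by luciferase luminescence and normalized to no-enzyme and uninhibited controls.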
HCV inh: HCV inhibition; hit rate 3.4% among 340,000; Huh7.5.1 HCVcc-Cre infection, luciferase reporter, 44 h; Potency, µM (doses to about 41.8 µM), without a hit: at the highest dose activity change, negative = inhibition, hits mostly inhibitors
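1,000 cells/well; 4 h culture; + compound; + HCVcc-Cre (~0.5 moi); 44 h; luciferase substrate, RT 15 min; read 15 sec.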
Tb PYK inh: inhibitors of Trypanosoma brucei pyruvate kinase. hit rate 0.12% among 410,000. TbPYK enzyme, Kinase-Glo Plus ATP luminescence, 45 min. Q57TT1. Potency, µM (highest dose often 76.8 µM), inactives show at the top dose activity, negative = inhibition, most hits filed as inhibitors; also: nearly all actives have a fitted effect of over 50% in size
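Enzyme and substrate buffer are dispensed first and compound is pin-transferred. ADP at 130 uM final then starts the reaction, which runs 45 min at room temperature. Detection reagent is added for 10 min before luminescence is imaged.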
Pf growth 48h: inhibits P. falciparum growth in the first generation, 48 h | P. falciparum luciferase growth in erythrocytes, 48 h | Potency, µM (series often up to 28.7 µM), for the others: at the highest dose activity change, negative = inhibition, most hits filed as inhibitors | hit rate 5.9% among 310,000 | AID 504832
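Parasite viability was followed by luminescence of a genomically integrated firefly luciferase. Cultures held 0.1% parasitemia at 2% hematocrit (final), incubated under 5% CO2 at 37 C.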
Pf growth 96h: P. falciparum growth inhibition at 96 hour, primary screen for plastid delayed-death inhibitors; Potency, µM (series often up to 28.7 µM), for the others: at the highest dose activity change, negative = inhibition, usual class: inhibitors; hit rate 6.9% among 320,000; P. falciparum luciferase reporter growth, 96 h
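Parasite growth measured via integrated firefly luciferase reporter in P. falciparum. Infected erythrocytes at 2% hematocrit, 0.05% parasitemia final were treated 96 hours at 37 C under 5% CO2, and luminescence was read.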
Sm TGR block: inhibitors of Schistosoma mansoni thioredoxin glutathione reductase. purified TGR, DTNB reduction, TNB absorbance 405 nm. Potency, µM (highest dose often 114 µM), for the others: at the top dose activity change, negative = inhibition, hits mostly inhibitors. hit rate 3% among 360,000. AID 485364. Q962Y6; also: nearly all actives have a fitted effect of over 60% in size
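First, TGR (20 nM dispensed) and NADPH were mixed with compound. Second, a 15 min room-temperature incubation followed. Third, further NADPH and then DTNB were added to start the reaction. Finally, TNB absorbance was monitored kinetically.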
Starred values were filed as active, the others as inactive; [ ] = remark or other dose. Calls follow the shape of the dose curve; as a rule, active = well fitted curve in the direction sought with a large enough effect; inconclusive = small, poorly fitted or top-dose-only effect, or another doubt; inactive = no such curve, though single readings can be large; an effect the other way counts as inactive or inconclusive. % is scaled to controls: 0 for no effect and ±100 for the full control effect; potency is read from the fitted curve at half-maximal effect.

How did COc1cccc(NC(=O)Cc2cccs2)c1 do in these assays?
LmPK inhibitor: -5%; HCV inh: 22%; Tb PYK inh: -17%; Pf growth 48h: 7%; Pf growth 96h: 33%[activator]; Sm TGR block: 7%

How did CCOC(=O)c1c(N)n(-c2ccc(N)cc2)c2nc3ccccc3nc12 do in these assays?
LmPK inhibitor: 9%; HCV inh: 21%; Tb PYK inh: -2%; Pf growth 48h: inconclusive; Pf growth 96h: inconclusive; Sm TGR block: 4%

How did Cc1ccccc1C(=O)N1CCC(C(=O)Nc2nccs2)CC1 do in these assays?
LmPK inhibitor: 2%; HCV inh: 24%; Tb PYK inh: 2%; Pf growth 48h: 17%; Pf growth 96h: -13%; Sm TGR block: -6%

What do the screens show for `CC1CCN(CCNC(=O)C2CCCN(S(=O)(=O)c3cccc4nonc34)C2)CC1` (stereo unspecified)?
LmPK inhibitor: 2%; HCV inh: -4%; Tb PYK inh: -7%; Pf growth 96h: inconclusive; Sm TGR block: 9%

Results for COc1ccc(CNC(=O)CCC(=O)Nc2nnc(C(F)(F)F)s2)cc1 ?
LmPK inhibitor: -7%; HCV inh: 20%; Tb PYK inh: 5%; Pf growth 48h: 7%; Pf growth 96h: 56%[activator]; Sm TGR block: 8%

How did CC(=O)N1CCC(=NNC(=O)CSc2cc(C)c(Br)cc2C)CC1 do in these assays?
LmPK inhibitor: 4%; HCV inh: 4%; Tb PYK inh: -3%; Pf growth 48h: 2%; Pf growth 96h: 23%; Sm TGR block: 1%

What do the screens show for `O=C(CSC1=NS(=O)(=O)c2ccccc2N1)NCCc1ccccc1`?
HCV inh: 34%[activator]; Tb PYK inh: -1%; Pf growth 48h: 44%[activator]; Pf growth 96h: 30%[activator]; Sm TGR block: 4%

How did Cc1cc(CNC(=O)c2ccc3nc(Cc4ccccc4F)oc3c2)nn1C do in these assays?
LmPK inhibitor: 2%; HCV inh: 0%; Tb PYK inh: 2%; Pf growth 48h: 14%; Pf growth 96h: 2.1µM*; Sm TGR block: -1%

How did O=C(NCC1CCCN1S(=O)(=O)c1cccs1)c1ccc(Cl)cc1 (stereo unspecified) do in these assays?
HCV inh: inconclusive; Tb PYK inh: -5%; Pf growth 48h: inconclusive; Pf growth 96h: inconclusive; Sm TGR block: -10%

What do the screens show for `CCc1ccc2[nH]c(=O)c(C(c3nnnn3Cc3ccco3)N3CCC(C)CC3)cc2c1` (stereo unspecified)?
LmPK inhibitor: 4%; HCV inh: 2%; Tb PYK inh: -10%; Pf growth 48h: inconclusive; Sm TGR block: inconclusive

What do the screens show for `O=C(Cc1c(F)cccc1Cl)Nc1ccccc1C(=O)N1CCCCC1`?
HCV inh: 19%; Tb PYK inh: 4%; Pf growth 48h: 7%; Pf growth 96h: 15%; Sm TGR block: 4%

Results for CC(C)CN(C(=O)c1ccc(N2CCCC2=O)cc1)C1CCS(=O)(=O)C1 (stereo unspecified) ?
HCV inh: -7%; Tb PYK inh: -2%; Pf growth 48h: inconclusive; Pf growth 96h: 11%; Sm TGR block: 0%

What do the screens show for `Cc1ccc(CN2C(=O)CSC2c2ccc(F)cc2)cc1` (stereo unspecified)?
LmPK inhibitor: 1%; HCV inh: -6%; Tb PYK inh: 2%; Pf growth 48h: -6%; Pf growth 96h: 43%[activator]; Sm TGR block: 5%

What do the screens show for `Cn1c(=NC(=O)CCS(=O)(=O)c2ccccc2)sc2cc(F)ccc21`?
HCV inh: -9%; Tb PYK inh: -2%; Pf growth 48h: 32%[activator]; Pf growth 96h: 76%[activator]; Sm TGR block: inconclusive

What do the screens show for `CC1(C)CC(=O)C(/C=N/c2ncccc2C(=O)O)=C(O)C1`?
LmPK inhibitor: -1%; HCV inh: 5%; Pf growth 96h: -5%; Sm TGR block: 7%

How did Cc1cc(NC(=O)c2cc(-c3ccccn3)nc3ccccc23)no1 do in these assays?
LmPK inhibitor: 9%; HCV inh: -10%; Tb PYK inh: -7%; Pf growth 96h: 0%; Sm TGR block: -5%[11.4 µM]

How did Cc1cc2c(cc1S(=O)(=O)NCc1ccccc1)n(C)c(=O)c(=O)n2C do in these assays?
LmPK inhibitor: 3%; HCV inh: 15%; Tb PYK inh: 3%; Pf growth 48h: 86%[activator]; Pf growth 96h: 27%; Sm TGR block: 8%

What do the screens show for `C/C(=N\NC(=O)c1cccs1)c1ccncc1`?
LmPK inhibitor: 0%; HCV inh: -8%; Tb PYK inh: -1%; Pf growth 48h: 2%[0.00184 µM]; Pf growth 96h: -2%; Sm TGR block: -13%

What do the screens show for `Cc1ccc(SCC(=O)N2CC(C)OC(C)C2)cc1` (stereo unspecified)?
LmPK inhibitor: 0%; HCV inh: 3%; Tb PYK inh: -3%; Pf growth 48h: 4%; Pf growth 96h: 17%; Sm TGR block: -16%

How did O=C(N/N=C/c1ccc(O)cc1)c1cc(C23CC4CC(CC(C4)C2)C3)[nH]n1 do in these assays?
LmPK inhibitor: 2%; HCV inh: -15%; Tb PYK inh: 2%; Pf growth 48h: -25%; Pf growth 96h: -27%; Sm TGR block: 1%

What do the screens show for `O=c1cc(-c2ccc([N+](=O)[O-])cc2)nc2cc(-c3ccc(F)cc3)[nH]n12`?
LmPK inhibitor: 0%; HCV inh: 7%; Tb PYK inh: 2%; Pf growth 48h: 0%; Pf growth 96h: 33%[activator]; Sm TGR block: 2%

What do the screens show for `CCN(CC(=O)Nc1ccc2c(c1)OCCO2)C(=O)c1ccc(Cl)cc1Cl`?
HCV inh: -6%; Tb PYK inh: -3%; Pf growth 48h: 89%[activator]; Pf growth 96h: 143%[activator]; Sm TGR block: -10%

What do the screens show for `CC(=O)C1=C(O)C(=O)N(CCN(C)C)C1c1ccc(Cl)cc1` (stereo unspecified)?
LmPK inhibitor: -2%; HCV inh: 11%; Tb PYK inh: 10%; Pf growth 48h: -3%; Sm TGR block: -9%

Results for CC1CN(C(=O)c2cc3cc(Cl)ccc3[nH]2)CC(C)O1 (stereo unspecified) ?
LmPK inhibitor: 1%; HCV inh: -1%; Tb PYK inh: 6%; Pf growth 48h: -18%; Pf growth 96h: -1%; Sm TGR block: 90%[activator]

How did O=C(OCc1nnc(-c2ccccc2)o1)c1ccc(Cl)cc1 do in these assays?
LmPK inhibitor: 6%; HCV inh: 13%; Tb PYK inh: 0%; Pf growth 48h: 13%; Pf growth 96h: -12%

What do the screens show for `O=C(O)CCC(=O)NNC(=O)COc1ccc(Cl)cc1Cl`?
LmPK inhibitor: 2%; HCV inh: -22%; Tb PYK inh: -11%; Pf growth 48h: 17%; Pf growth 96h: 37%[activator]

What do the screens show for `CCS(=O)(=O)NC(C)C(c1cccs1)N1CCN(c2ccc(OC)cc2)CC1` (stereo unspecified)?
LmPK inhibitor: 9%[11.5 µM]; HCV inh: -22%; Tb PYK inh: -8%; Pf growth 48h: 0%; Pf growth 96h: 7%; Sm TGR block: 11%

What do the screens show for `O=C(NCCSc1ccc(Cl)cc1)c1ccc(CN2CCOCC2)cc1`?
LmPK inhibitor: 0%; HCV inh: inconclusive; Tb PYK inh: 3%; Pf growth 48h: -19%; Pf growth 96h: -8%; Sm TGR block: 8%

How did O=C(O)c1ccccc1-c1nc2ccccc2[nH]1 do in these assays?
LmPK inhibitor: -17%; HCV inh: 11%; Tb PYK inh: 0%; Pf growth 48h: 24%; Pf growth 96h: inconclusive; Sm TGR block: -10%

What do the screens show for `Cc1cccc(C)c1Nc1c(-c2ccsc2)nc2ncccn12`?
LmPK inhibitor: 0%; HCV inh: -29%; Tb PYK inh: 3%; Pf growth 48h: -14%; Pf growth 96h: -6%; Sm TGR block: -12%

How did C=CCn1cc(C(C)=O)c(=O)[nH]c1=O do in these assays?
LmPK inhibitor: -2%; HCV inh: 3%; Tb PYK inh: -17%; Pf growth 48h: 399%[activator]; Pf growth 96h: 9%; Sm TGR block: -8%

What do the screens show for `CCc1ccc(N(C2C=CS(=O)(=O)C2)S(=O)(=O)c2ccc(C)cc2)cc1` (stereo unspecified)?
LmPK inhibitor: 6%; HCV inh: 16%; Tb PYK inh: -13%; Pf growth 48h: -5%; Pf growth 96h: -8%; Sm TGR block: 5%

How did O=C1CN(S(=O)(=O)c2ccccc2)CC(=O)N1CCc1ccccc1 do in these assays?
LmPK inhibitor: 8%; HCV inh: 2%; Tb PYK inh: -4%; Pf growth 48h: 14%; Pf growth 96h: 6%; Sm TGR block: 3%

Results for COc1ccc(C2=NN(C(C)=O)C(c3cccs3)C2)cc1OC (stereo unspecified) ?
LmPK inhibitor: -5%; HCV inh: 14%; Tb PYK inh: 0%; Pf growth 48h: -6%; Pf growth 96h: inconclusive; Sm TGR block: 10%

Results for COc1ccc(/C=N/N(CCC(=O)NC(C)(C)C)C2=NS(=O)(=O)c3ccccc32)cc1 ?
LmPK inhibitor: 1%; HCV inh: -21%; Tb PYK inh: 0%; Pf growth 48h: 6.6µM*; Pf growth 96h: 42%[activator]; Sm TGR block: 3%

What do the screens show for `COC(=O)C1CC23C=CCN4CCC5(c6ccccc6NC15C2C)C43` (stereo unspecified)?
LmPK inhibitor: 0%; HCV inh: -4%; Tb PYK inh: -5%; Pf growth 48h: 1.5µM*; Pf growth 96h: -5%; Sm TGR block: inconclusive

Sorted by molecular weight (falling): some entries from above
How did O=C1CN(S(=O)(=O)c2ccccc2)CC(=O)N1CCc1ccccc1 do in these assays?
LmPK inhibitor: 8%; HCV inh: 2%; Tb PYK inh: -4%; Pf growth 48h: 14%; Pf growth 96h: 6%; Sm TGR block: 3%

Results for COc1ccc(C2=NN(C(C)=O)C(c3cccs3)C2)cc1OC (stereo unspecified) ?
LmPK inhibitor: -5%; HCV inh: 14%; Tb PYK inh: 0%; Pf growth 48h: -6%; Pf growth 96h: inconclusive; Sm TGR block: 10%

How did C=CCn1cc(C(C)=O)c(=O)[nH]c1=O do in these assays?
LmPK inhibitor: -2%; HCV inh: 3%; Tb PYK inh: -17%; Pf growth 48h: 399%[activator]; Pf growth 96h: 9%; Sm TGR block: -8%
